L major viab – Leishmania major promastigote growth inhibition; AID 1063; Leishmania major promastigotes, resazurin fluorescence viability; 9% of 200,000 active; inhibition, % at 10 µM; in the data active means inhibition above about 50%;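 further: promastigotes grown with compound for 44 hours at 28 °C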
bIAP inh – blocks bovine intestinal alkaline phosphatase activity; purified bovine IAP, CDP-star luminescence, 30 min; inhibition, % at 20 µM; 190,000 tested, under 10 active; AID 1019;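 active means over 50% inhibition of intestinal alkaline phosphatase at 20 µM in the single-dose screen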
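Assay system: bovine IAP enzyme; medium: DEA buffer 100 mM, pH 9.8, with MgCl2 1.0 mM, ZnCl2 0.02 mM; doses: 20 µM single dose; incubation: enzyme reaction for 30 min at room temperature; detection: CDP-star luminescence signal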
TLR4-MyD88 BLA – inhibitors of human TLR4-MyD88 binding; HeLa CL3-4 TLR4/MyD88 BLA complementation, FRET ratio; inhibition, % at 8.4 µM; 0.18% of 200,000 active; in the data active means inhibition above about 25%;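 further: 0% = vehicle and 100% = reference inhibitor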
PPARg SRC-3 ag – promotes SRC-3 coactivator recruitment by human PPARgamma; P37231; biochemical PPARgamma/SRC-3 coactivator recruitment assay; activation, % at 8 µM; 0.26% of 200,000 active; in the data active means activation above about 23%;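 further: 0% = DMSO and 100% = reference agonist; some compounds past the cut are filed as inactive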
Target sequence (P37231 whole entry, looked up): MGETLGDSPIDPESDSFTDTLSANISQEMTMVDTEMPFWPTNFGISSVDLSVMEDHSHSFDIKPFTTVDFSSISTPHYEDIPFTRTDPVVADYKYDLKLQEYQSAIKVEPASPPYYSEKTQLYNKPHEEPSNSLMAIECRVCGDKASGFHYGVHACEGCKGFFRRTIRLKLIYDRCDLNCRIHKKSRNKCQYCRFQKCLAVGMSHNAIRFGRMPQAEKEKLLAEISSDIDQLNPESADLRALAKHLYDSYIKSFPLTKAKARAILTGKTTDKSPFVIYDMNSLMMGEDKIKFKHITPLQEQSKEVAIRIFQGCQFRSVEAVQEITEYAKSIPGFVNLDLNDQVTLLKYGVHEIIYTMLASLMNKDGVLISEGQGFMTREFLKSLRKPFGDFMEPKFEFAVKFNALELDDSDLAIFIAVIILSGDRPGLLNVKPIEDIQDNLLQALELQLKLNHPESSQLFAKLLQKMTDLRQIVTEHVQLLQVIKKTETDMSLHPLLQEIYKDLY
DTT redox prof – compounds producing H2O2 with reducing agent – biochemical, NIH compound library profiling, artefact control for MLSCN library redox annotation, primary screen; 0.03% of 200,000 active; activation, % at 10 µM; DTT-dependent redox cycling H2O2, phenol red/HRP absorbance; 100% = 100 µM peroxide control, 0% = buffer;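 active means activation of at least 50% relative to the plate's high and low controls in the primary single-dose screen; inactive means activation below 50%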;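 further: compound incubated with DTT at 0.8 mM final as the reducing agent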
TR-FRET SRC-2 ct – flags TR-FRET format artefacts in PPARgamma SRC-2 recruitment agonist screen; AID 1049; 0.4% of 200,000 active; TR-FRET ratio at 8 µM; TR-FRET artefact counter-screen; active compounds read high; in the data active means TR-FRET ratio above about 2000; further: inactives centre near 1500; reference of the scale not given here
bIAP activator – increases bovine intestinal alkaline phosphatase activity | purified bovine IAP, CDP-star luminescence, 30 min; active compounds read high; fold of DMSO-control signal, blank-subtracted | activation factor at 20 µM | 0.17% of 200,000 active;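 active means activation factor of 2 or more at 20 µM, a signal rise over negative controls twice the positive control's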
ROMK primary – modulates human ROMK potassium channel activity; B-score at 10 µM; Tet-inducible ROMK, thallium flux fluorescence; actives lie on both sides; P48048; 2% of 130,000 active;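 active means signal ratio slope over the read window, or its plate-corrected B-score, at least 3 SD from the plate mean, either direction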;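 further: B-score of the F/F0 ratio slope over 7 to 12 s after thallium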
Target sequence (P48048 whole entry, looked up): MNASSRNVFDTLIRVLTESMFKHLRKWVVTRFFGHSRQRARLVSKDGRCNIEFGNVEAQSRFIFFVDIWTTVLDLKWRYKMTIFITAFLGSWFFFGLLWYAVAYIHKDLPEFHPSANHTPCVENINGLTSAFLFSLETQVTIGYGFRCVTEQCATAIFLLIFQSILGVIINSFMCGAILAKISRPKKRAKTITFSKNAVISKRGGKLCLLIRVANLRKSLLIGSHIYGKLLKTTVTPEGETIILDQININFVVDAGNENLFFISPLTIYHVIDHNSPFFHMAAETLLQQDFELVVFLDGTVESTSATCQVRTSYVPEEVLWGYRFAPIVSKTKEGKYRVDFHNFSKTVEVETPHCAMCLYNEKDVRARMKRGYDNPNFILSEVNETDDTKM
S1P3 antagonist – blocks the human S1P3 receptor | AID 485 | inhibition, % at 4.98 µM | 0.27% of 170,000 active | CHO S1P3 NFAT-BLA reporter, FRET fluorescence, antagonist mode;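 active means inhibition above the plate cutoff, the mean inhibition of test wells on that plate plus 3 SD, cut at about 28% in these data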;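 further: cells challenged with S1P at its EC80 of 0.8 µM; blue over green emission ratio from cleaved BLA substrate after 4 h stimulation; 0% = S1P-stimulated wells and 100% = unstimulated DMSO-only wells; some compounds past the cut are filed as inactive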
PPARg SRC-1 ag – PPARgamma-driven SRC-1 recruitment agonism. activation, % at 8 µM. 0.41% of 200,000 active. PPARgamma-SRC-1 coactivator recruitment biochemical assay. P37231; in the data active means activation above about 19%;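 further: 0% = DMSO and 100% = reference agonist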
PPARg SRC-2 ag – promotes SRC-2 coactivator recruitment by human PPARgamma; PPARgamma LBD-SRC-2 recruitment, biochemical; activation, % at 8 µM; 0.34% of 200,000 active; in the data active means activation above about 22%;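 further: 0% = vehicle and 100% = reference agonist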
Active calls of the source: *; · = no result given.

SMILES	L major viab	bIAP inh	TLR4-MyD88 BLA	PPARg SRC-3 ag	DTT redox prof	TR-FRET SRC-2 ct	bIAP activator	ROMK primary	S1P3 antagonist	PPARg SRC-1 ag	PPARg SRC-2 ag
CC(C)(C)NC(=O)C1N(c2cccnc2)C(=O)C2C(C(=O)Nc3ccccc3)C3(C)C=CC21O3 (stereo not drawn)	-9	5	2	0	-2.1	1723	1	-0.24	13	6	5
COc1cc(CN2CCN(C(=O)CC(C)C)CC2)cc(OC)c1O	22	-7	2	3	-2.9	1507	1.1	·	-18	-3	1
Cc1ccc(C(=O)COC(=O)C2C3C=CC(C3)C2C(=O)OCC(=O)c2ccc(C)c(C)c2)cc1C (stereo not drawn)	13	9	1	-2	0.3	1487	0.9	-0.46	·	-3	-9
Cc1cc(NS(=O)(=O)c2ccc(NC(=O)c3cc4c(=O)n5ccccc5nc4s3)cc2)nc(C)n1	0	-14	-12	7	-0.9	1587	1.1	-1.3	-2	2	9
O=C(CN1CCS(=O)(=O)CC1)NNC(=O)C1CCCCC1	-8	14	-9	0	-0.3	1732	0.9	0.47	7	8	-1
O=S(=O)(c1ccc(OCC(O)CN2CCN(c3ccccc3Cl)CC2)cc1)N1CCOCC1 (stereo not drawn)	68*	1	2	-5	-0.3	1451	1	-0.29	8	-1	6
Cc1ccc(NC(=O)CSc2nc3ccccc3c(=O)n2CCCN2CCCCC2)cc1Cl	101*	-162	7	-4	0.2	1549	2.6*	-2	-14	1	0
CCOC(=O)c1c(C)oc2c1c(C=NCCC(=O)O)c(O)c1ccccc12	-4	-10	1	7	-0.2	1775	1.1	1.2	-1	7	4
COCCCNC(=O)Cn1ncc2c(=O)oc3ccccc3c21	5	9	-6	4	1.5	1553	0.9	-0.1	-9	3	4
O=C(NCc1ccc(F)cc1)C(=O)NCC1OCCN1S(=O)(=O)c1cccs1 (stereo not drawn)	-3	14	10	-1	0.5	1588	0.9	0.17	-12	1	1
O=C(O)/C(=C\c1ccccc1Cl)c1ccc(S(=O)(=O)N2CCCCC2)s1	-9	-14	1	2	0.0	1539	1.1	·	-1	-2	4
CCCCN(C(=O)/C=C/c1ccco1)c1c(N)n(Cc2ccccc2)c(=O)[nH]c1=O	4	17	-7	-1	-0.1	1476	0.8	0.59	5	8	0
COc1ccc(C2=NCC(CSc3nnc(-c4ccc5c(c4)OCO5)o3)S2)cc1 (stereo not drawn)	88*	5	-11	-1	-3.4	1557	0.9	·	5	5	13
O=C(NNC(=S)NCCCN1CCOCC1)c1ccncc1	-2	-10	-1	3	0.4	1545	1.1	-0.036	-4	2	-8
O=C(c1ccc(S(=O)(=O)N2CCOCC2)cc1)N1CCN(c2cccc(Cl)c2)CC1	-2	-2	-15	6	0.1	1586	1	·	-4	-3	3
O=C(N/N=C/c1ccc(OC(=O)c2ccco2)cc1)c1ccccn1	6	6	-3	6	-1.1	1532	0.9	-1.4	-8	3	-7
Cc1noc(C)c1C(=O)OCC(=O)Nc1ccccc1C(=O)NC(C)c1ccccc1 (stereo not drawn)	41	8	-5	-6	2.3	1587	0.9	·	15	-1	5
Cc1ccc(C)c(C(=O)N(C)CC(=O)Nc2ccccc2C(F)(F)F)c1	0	-17	1	7	-0.4	1843	1.2	0.98	-14	15	10
COC(=O)c1sc2nc[nH]c(=O)c2c1C	1	6	3	0	0.2	1532	0.9	-1.9	·	6	11
COc1cc(/C=C2\SC(c3ccc(C)cc3)=NC2=O)ccc1O	100*	·	4	12	-0.2	1633	0.4	·	·	14	14
O=C(/C=C1\SC(=O)N(CC(=O)Nc2ccc(Cl)cc2)C1=O)Nc1ccc(F)cc1	22	8	-13	-6	0.0	1444	0.9	0.31	-1	-4	-4
CCCc1nc(NCc2ccc3c(c2)OCO3)c2nnn(Cc3ccccc3Cl)c2n1	-7	9	1	1	-0.3	1505	0.9	·	·	5	12
N#Cc1nc(COc2ccccc2F)oc1N1CCCCCC1	3	11	-12	4	-2.8	1437	0.9	·	-2	-1	2
CCOc1ccc(NC(=O)CSCc2cnn(-c3ccccc3)c2-n2cccc2)cc1	-4	40	-12	-1	0.2	1423	0.6	-0.94	·	-3	0
O=C(CCc1nnc(CCCCc2ccccc2)o1)NC1CCCC1	-8	9	0	5	-0.2	1445	0.9	0.026	-9	5	0
COc1ccc(C(NC(=O)N2CC(C)OC(C)C2)C(Cl)(Cl)Cl)cc1F (stereo not drawn)	6	2	-11	4	0.1	1558	1	·	-6	5	3
O=S(=O)(c1ccccc1)c1nc(Nc2ccccc2N2CCOCC2)sc1Cl	56*	4	1	7	2.5	1685	1	-1.1	41	4	6
Cc1ccccc1-n1nc2c(c1NC(=O)c1ccc(S(=O)(=O)N(C)C)cc1)CSC2	5	1	-6	7	0.3	1801	1	·	-57	2	8
CC1CC(=O)Nc2ccccc2N1S(=O)(=O)c1ccccc1 (stereo not drawn)	-3	11	-11	6	0.7	1698	0.9	·	·	4	7
CC(=O)Nc1cccc(/C(C)=N/NC(=O)c2ccc(CN3CCOCC3)cc2)c1	-5	-35	4	-3	-0.6	1406	1.4	·	-8	-1	2

Three entries already listed, sorted by the number in TLR4-MyD88 BLA, lowest first.
compound | bIAP inh | TLR4-MyD88 BLA | PPARg SRC-3 ag | DTT redox prof | bIAP activator | ROMK primary | S1P3 antagonist | PPARg SRC-1 ag | PPARg SRC-2 ag
O=C(/C=C1\SC(=O)N(CC(=O)Nc2ccc(Cl)cc2)C1=O)Nc1ccc(F)cc1 | 8 | -13 | -6 | 0.0 | 0.9 | 0.31 | -1 | -4 | -4
CC1CC(=O)Nc2ccccc2N1S(=O)(=O)c1ccccc1 (stereo not drawn) | 11 | -11 | 6 | 0.7 | 0.9 | · | · | 4 | 7
COC(=O)c1sc2nc[nH]c(=O)c2c1C | 6 | 3 | 0 | 0.2 | 0.9 | -1.9 | · | 6 | 11

(further entries)
SMILES	L major viab	bIAP inh	TLR4-MyD88 BLA	PPARg SRC-3 ag	DTT redox prof	TR-FRET SRC-2 ct	bIAP activator	ROMK primary	S1P3 antagonist	PPARg SRC-1 ag	PPARg SRC-2 ag
O=S(=O)(NC1CCCC1)c1ccc(S(=O)(=O)N2CCN(c3ccccc3)CC2)cc1	-4	13	-6	-1	0.2	1448	0.9	0.94	·	-4	-2
CC(N=Cc1ccccc1O)c1ccccc1 (stereo not drawn)	-1	3	10	0	-14	1422	1	·	·	4	5
O=C(CC1NC(=O)NC1=O)NC1(C(=O)NC2CCCCC2)CCCCC1 (stereo not drawn)	2	4	-17	-1	0.1	1616	1	-0.055	·	6	3
Fc1ccccc1-c1csc(=Nc2cccnc2)n1CCCn1ccnc1	76*	37	7	2	-0.5	1547	0.6	·	4	-1	3
Fc1ccc(NC(=S)N2CCCC2)cc1	35	·	-8	0	2.0	1313	·	·	·	-2	3
Cc1ccc(-n2c(=O)c3sccc3n(Cc3cc(=O)n4cc(Cl)ccc4n3)c2=O)cc1F	2	-14	1	-1	0.0	1664	1.1	0.32	-3	-2	-3
O=C(NCC(=O)N(CCc1ccccc1)C(C(=O)NC1CCCCC1)c1ccncc1)c1ccco1 (stereo not drawn)	-4	-2	-7	-6	2.0	1405	1	·	-31	4	11
Cc1ccc(S(=O)(=O)NNC(=O)C2CC=CCC2C(=O)O)cc1 (stereo not drawn)	-16	-23	3	3	-0.9	1426	1.2	-0.093	-23	-4	8
O=C1N(Cc2cccnc2)C[C@@H]2C[C@@H](c3ccc4nsnc4c3)N3CCC[C@@]123	-2	-10	-11	1	1.1	1539	1.1	0.86	10	11	-1
C=CCn1c(C(C)NC(=O)c2ccccc2C)n[nH]c1=S (stereo not drawn)	-3	22	-8	1	-0.3	1473	0.8	-0.089	-10	-6	2
Cc1ccc(NS(=O)(=O)c2ccc(CCC(=O)NCCCOC(C)C)cc2)cc1	-1	-10	10	1	0.1	1529	1.1	-0.93	-10	-4	-3
CC(=O)N1CCN(S(=O)(=O)c2cccc(C(=O)OCC(=O)N3CC(=O)Nc4ccccc43)c2)CC1	-4	-7	-15	6	-1.4	1540	1.1	1	-2	6	0
COCCCNC(=S)N1CCCC(c2nc3cc(C)c(C)cc3[nH]2)C1 (stereo not drawn)	1	-6	-9	6	0.1	1408	1.1	-0.12	-5	13	8
Cc1ccc2[nH]c(=O)c(CN(CCCN3CCOCC3)Cc3nnnn3C3CCCC3)cc2c1	4	-7	-6	13	-0.2	1702	1.1	-1.1	-17	6	7
COc1ccc(CN2CCN(Cc3cccc(OC)c3)C(CCO)C2)cc1 (stereo not drawn)	71*	16	-14	2	-1.6	1574	0.8	·	7	0	4
CC(C)c1ccc(CCNC(=O)c2ccc([N+](=O)[O-])cc2)cc1	-6	17	-6	2	0.8	1471	0.8	·	2	3	2
Cc1ccc(OCC(=O)N/N=C\c2ccc(C)o2)c([N+](=O)[O-])c1	6	14	5	6	-0.1	1527	0.9	0.49	-4	-2	-1
O=C(Cn1nc(C(=O)O)c2ccccc2c1=O)NCC1CCCO1 (stereo not drawn)	0	-2	-8	0	-0.6	1658	1	-0.11	·	-8	3
Cc1cccc(/C=N/Nc2cc(N3CCOCC3)nc(N3CCOCC3)n2)c1	87*	-2	0	7	0.8	1581	1	-2.3	1	5	9
CNC(=S)N(Cc1cccs1)Cc1cc2cc(OC)c(OC)cc2[nH]c1=O	62*	22	-3	-2	-0.5	1438	0.8	-0.2	10	-4	-7
CCNC(=S)NNC(=O)c1csc2ccccc12	-5	-23	12	-4	12	1419	1.2	·	·	-5	7
Clc1ccc(/C=N/c2c(-c3ccco3)nc3ccccn23)cc1	9	18	7	14	-0.1	1544	0.8	0.48	·	7	3
COc1ccc(CN2C(=O)CS(=O)CC2=O)cc1OC	-7	-17	-6	1	-0.9	1530	1.2	·	·	4	7
Cc1cccc(C(=O)Nc2ccc(C(=O)/C=C/c3cccs3)cc2)c1	32	21	-12	-13	-2.8	1445	0.8	·	·	-6	-2
Cc1cc2c(c(=O)n1CC1CCCO1)C(c1ccc3c(c1)OCO3)C(C#N)=C(N)O2 (stereo not drawn)	1	34	4	8	-0.5	1588	0.7	0.2	·	-1	2
Cc1noc(/C=C/c2ccco2)c1S(=O)(=O)N1CCC(C(=O)N(C)Cc2ccccc2)CC1	16	-6	-7	5	-0.7	1475	1.1	·	-4	0	12
Cn1cccc1/C=C1\SC(=S)N(NC(=O)c2ccccc2Cl)C1=O	-3	5	-8	-2	0.2	1606	1	-0.13	-4	-6	1
CC1CCN(S(=O)(=O)c2ccc(C(=O)NCc3ccc4c(c3)OCO4)cc2)CC1	-3	26	-4	-6	0.4	1282	0.7	-0.4	·	2	-3
Clc1ccc(OCCCn2cncn2)cc1Cl	100*	1	-12	-2	2.8	1723	1	·	-1	2	3
O=[N+]([O-])c1cccc(-c2ccc(SCc3cccnc3)nn2)c1	33	17	0	4	-0.9	1676	0.8	0.66	20	5	3
O=C(C/C=N\OCc1ccc([N+](=O)[O-])cc1)Nc1ccc(Cl)cc1	6	4	-3	2	0.0	1532	1	-1.5	-12	13	-2
COc1ccc(-n2nc3c(c2NC(=O)c2c(-c4ccccc4Cl)noc2C)CS(=O)(=O)C3)cc1	6	6	-7	0	0.1	1467	0.9	·	·	2	3

Compound activity deposited in PubChem BioAssay by several laboratories.
